Bioassay records from PubChem BioAssay.
BCLXL inh = blocks human Bcl-xL binding to Bim BH3 peptide; Q07817; GST-Bcl-xL / FITC-Bim BH3 peptide fluorescence polarization; inhibition, % at 10.9 µM; 320,000 tested, 0.7% active; AID 2129;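 active = inhibition above the mean of all tested compounds plus 3 SD, cutoff set per campaign, cut at about 30% in these data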;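 note: 0% = DMSO wells and 100% = unlabeled Bim-BH3 peptide competitor; inhibitors lower millipolarization by displacing the labeled peptide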
GLD-1 TGE inh = GLD-1-TGE RNA interaction inhibition (C. elegans); purified GLD-1 + fluorescein TGE RNA, fluorescence polarization; inhibition, % at 5.96 µM; 320,000 tested, 0.44% active;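 active = percent inhibition above a per-plate cutoff, the plate mean of test compounds plus 3 SD, cut at about 30% in these data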;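 note: 0% = DMSO wells with GLD-1 and probe and 100% = wells lacking GLD-1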
PME-1 primary = PME-1 (human) inhibition | Q9Y570 | recombinant PME-1, FP-Rh probe fluorescence polarization | inhibition, % at 5.9 µM | 320,000 tested, 0.53% active | AID 2130;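 active = inhibition above the campaign mean of all compounds plus 3 SD, cut at about 26% in these data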;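 note: competitive labeling of PME-1 active site by serine hydrolase directed probe; 0% = PME-1 with DMSO and 100% = wells lacking PME-1 enzyme; inhibitors block probe labeling so polarization falls and inhibition rises; many of its hits are not listed in these tables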
MEX-5 binding = C. elegans MEX-5 TCR-2 RNA binding activity. Q9XUB2. 300,000 tested, 0.38% active. MEX-5/FITC-TCR2 RNA binding, fluorescence polarization; hits give low values. activity score (negative = inhibition of binding), % at 10 µM. AID 1832;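 active = inhibition past about -25% in most replicates, and total fluorescence under double the plate's negative control median, limit read from the data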;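 note: 0% = DMSO and -100% = 5 µM competing unlabeled TCR2 RNA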
TPT1 inhibitor = blocks Candida albicans tRNA 2'-phosphotransferase. recombinant caTPT1, FP RNA substrate dephosphorylation. inhibition, % at 5 µM. 300,000 tested, 0.81% active;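 active = inhibition above the mean of all tested compounds plus 3 SD, set per screening campaign, cut at about 24% in these data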;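 note: plate controls were DMSO alone for no effect and ferristatin control at 100 nM for full effect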
MCL1-BIM inh = MCL1-BIM-BH3 interaction inhibition (human); Q07820; GST-MCL1 / FITC-Bim-BH3 fluorescence polarization; inhibition, % at 10.9 µM; 320,000 tested, 0.68% active; AID 2057;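 active = inhibition above the mean inhibition of all tested compounds plus 3 SD, set per campaign, cut at about 40% in these data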;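 note: 0% = DMSO wells and 100% = unlabeled Bim-BH3 peptide control; higher means more loss of mP so more displacement of Bim peptide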
Target sequence (Q07820 whole entry, looked up): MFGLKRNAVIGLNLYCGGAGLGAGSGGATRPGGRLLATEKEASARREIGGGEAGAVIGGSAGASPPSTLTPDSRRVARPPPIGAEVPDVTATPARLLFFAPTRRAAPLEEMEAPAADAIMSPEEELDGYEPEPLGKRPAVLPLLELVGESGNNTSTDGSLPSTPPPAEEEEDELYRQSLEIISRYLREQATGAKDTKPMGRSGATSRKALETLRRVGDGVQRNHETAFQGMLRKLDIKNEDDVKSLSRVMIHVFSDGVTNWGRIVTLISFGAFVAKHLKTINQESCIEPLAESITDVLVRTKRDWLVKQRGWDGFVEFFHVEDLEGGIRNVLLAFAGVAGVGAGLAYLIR
GSTO1 inh = blocks human GSTO1 in RBBP9 counter-screen | recombinant GSTO1, activity-based probe fluorescence polarization | 300,000 tested, 1.1% active | inhibition, % at 5.96 µM | AID 1974 | P78417;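 active = inhibition above the campaign mean inhibition plus 3 SD, cut at about 35% in these data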;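 note: 0% = GSTO1-1 with DMSO and 100% = wells lacking GSTO1-1 enzyme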
PAD4 inh = blocks human protein arginine deiminase 4. recombinant PAD4, RCA probe fluorescence polarization. inhibition, % at 6.36 µM. Q9UM07. 330,000 tested, 0.41% active;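 active = percent inhibition above a cutoff equal to the mean of all tested compounds plus 3 SD, cut at about 15% in these data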;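 note: 0% = PAD4 with RCA probe and DMSO and 100% = probe without PAD4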
Target sequence (Q9UM07 whole entry, looked up): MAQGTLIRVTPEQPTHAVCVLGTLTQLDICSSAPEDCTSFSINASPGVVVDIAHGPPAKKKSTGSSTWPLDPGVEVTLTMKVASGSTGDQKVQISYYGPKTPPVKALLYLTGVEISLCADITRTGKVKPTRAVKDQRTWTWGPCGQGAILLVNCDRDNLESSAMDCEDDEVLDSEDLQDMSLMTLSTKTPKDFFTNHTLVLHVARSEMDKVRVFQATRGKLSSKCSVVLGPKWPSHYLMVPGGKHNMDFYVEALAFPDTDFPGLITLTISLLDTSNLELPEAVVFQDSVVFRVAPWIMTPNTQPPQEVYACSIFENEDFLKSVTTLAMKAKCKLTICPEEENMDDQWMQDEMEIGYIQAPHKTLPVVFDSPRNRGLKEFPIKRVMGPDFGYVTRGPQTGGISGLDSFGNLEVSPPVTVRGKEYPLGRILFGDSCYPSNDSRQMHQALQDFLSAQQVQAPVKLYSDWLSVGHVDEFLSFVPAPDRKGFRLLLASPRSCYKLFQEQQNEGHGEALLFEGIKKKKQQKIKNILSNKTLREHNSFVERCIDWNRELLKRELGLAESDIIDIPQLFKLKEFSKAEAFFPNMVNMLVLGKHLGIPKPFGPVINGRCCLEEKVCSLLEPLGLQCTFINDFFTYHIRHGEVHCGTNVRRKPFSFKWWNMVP
Fam108B inh = counter-screen for RBBP9 inhibitors: inhibitors of mouse Fam108B; recombinant Fam108B, FP-Rh probe fluorescence polarization; inhibition, % at 9.51 µM; 300,000 tested, 0.33% active; AID 1947;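 active = inhibition above the screen mean inhibition plus 3 SD, computed separately per campaign, cut at about 18% in these data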;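 note: inhibitors lower polarization as less probe binds the enzyme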
Starred values were filed as active, the others as inactive; / = no result given. This is a subset (hit frequency here may not be typical).

item	compound	BCLXL inh	GLD-1 TGE inh	PME-1 primary	MEX-5 binding	TPT1 inhibitor	MCL1-BIM inh	GSTO1 inh	PAD4 inh	Fam108B inh
1	COc1ccc(CNC(=O)COC(=O)c2ccco2)cc1	3	-2	6	0.1	0	-1	8	-4	-2
2	COc1ccc(OC2CCN(S(=O)(=O)c3ccc(OC)c(OC)c3)CC2)cc1	4	1	5	1.7	-3	2	1	4	-2
3	CC(OC(=O)c1nc(Cl)ccc1Cl)C(=O)NC1CCCCC1C (configuration not stated)	8	8	16	/	/	6	/	25*	/
4	O=C(CSc1cccc(C(F)(F)F)c1)N1CCN(S(=O)(=O)c2ccccc2)CC1	1	-7	10	-2.7	-4	7	1	0	4
5	CCOc1ccc(Nc2nc(C)cc(C)c2C#N)cc1	-1	-2	4	-1.9	2	0	2	0	5
6	Cc1ccccc1NC(=O)C(=O)N/N=C/c1cccc(Br)c1	0	4	-3	-0.3	-1	-3	7	3	1
7	Cc1cc(Sc2ncnc(N)c2[N+](=O)[O-])ncn1	9	4	11	0.9	5	10	12	0	2
8	COc1ccc(CCNC(=O)Cn2c(=O)c3cccn3c3cccnc32)c(OC)c1OC	6	2	4	1.2	2	6	2	3	7
9	COc1cccc(-c2nnc(SCc3ccccn3)n2C)c1	-3	-4	-2	-1.6	1	-13	3	0	-2
10	CCCCC(Nc1ncnc2ccccc12)C(=O)O (configuration not stated)	2	11	-2	0.5	1	-5	1	0	-2
11	O=C(NN1C(=O)/C(=C/C=C/c2ccco2)SC1=S)c1ccccc1O	14	-12	-33	-15	71*	38	-16	-27	44*
12	CCOC(CNc1ncnc2sc(-c3ccccc3)cc12)OCC	0	-2	0	2.5	4	5	-8	-1	2
13	COc1ccc(Cl)cc1N(CC(=O)Nc1ccc2c(c1)OCO2)S(C)(=O)=O	-10	6	3	-1.3	6	-12	4	3	1
14	O=C(O)c1ccc2cccnc2n1	14	5	-1	-10	0	11	-1	-7	5
15	Cc1cc2c(c(=O)n1CCc1ccccc1)C(c1ccco1)C(C#N)=C(N)O2 (configuration not stated)	1	6	-5	-2.7	1	1	2	-1	-5
16	Cc1cc(C)c(S(=O)(=O)c2c(C)cccc2C)c(Cl)n1	-7	2	-4	-0.6	6	-4	12	-3	-1
17	Cn1nc(C(C)(C)C)cc1C(=O)NCc1cc(F)cc2c1OCOC2	10	10	1	0.3	-5	6	7	0	-4
18	O=C(Nc1ccccc1C(=O)O)c1ccc(N2C(=O)C3CC=CCC3C2=O)cc1 (configuration not stated)	7	3	-9	-0.4	-4	-4	2	-3	1
19	Cc1ccccc1NC(=O)N1C2CCCC1CC(NC(=O)C1CC1)C2 (configuration not stated)	7	-4	0	3.5	4	-2	3	-3	2
20	O=S(=O)(Nc1cccc2cccnc12)c1ccc(S(=O)(=O)N2CCCC2)cc1	3	5	3	1.5	-1	6	14	3	6
21	C=C(C)C1CC=C(C)/C(=N\NC(=O)CNc2ccccc2OC)C1 (configuration not stated)	0	1	0	-0.9	0	-1	1	5	3
22	COc1ccc(C)cc1NC(=O)C1CC(=O)OC12CCCCC2 (configuration not stated)	2	7	-5	1.5	0	-1	-4	-7	1
23	Cc1cc(C)cc(NC(=O)c2cnn(-c3ccccc3)c2C2CCNCC2)c1	5	1	-10	-1.9	1	10	-1	2	2
24	O=C(Nc1nnc(-c2ccco2)o1)c1ccc(N2C(=O)CCC2=O)cc1	6	3	7	-1.8	0	7	3	3	0
25	CC(C)n1nc(C(=O)Nc2ccccc2N2CCOCC2)c2ccccc2c1=O	8	1	1	3.2	1	9	1	-1	3
26	CCCN(CC#CC(O)(c1ccccc1)c1cccnc1)CCC (configuration not stated)	-5	-1	-6	-0.4	2	-3	9	-7	-1
27	CCN(CC)CCNc1nc(-c2ccco2)c2c(c1C#N)CC(C)(C)OC2	4	3	-10	-2.6	2	7	0	0	-6
28	Cc1ccc(CNC(=O)c2nc3nc(C)cc(C)n3n2)cc1	3	2	-3	0.8	-1	3	-3	1	4
29	COc1ccc(C)cc1NC(=O)CCCN1C(=O)C2CC=CCC2C1=O (configuration not stated)	7	7	-1	1.0	-2	9	6	-3	0
30	O=C(NNC(=O)c1ccccc1F)c1cccc(Cl)c1	0	0	-3	/	1	0	-5	-3	4
31	O=S(=O)(c1ccccc1F)N1CCc2ccccc2C1	-3	-5	0	1.2	0	0	5	-6	-5
32	CSc1nc(C(=O)N2CCCC(N3CCN(c4ccccc4C)CC3)C2)cs1 (configuration not stated)	6	-1	1	-0.7	-1	4	1	6	-2
33	O=C(OCc1nnc(-c2ccccc2)o1)c1cc(=O)[nH]c2ccccc12	-1	3	-1	-0.1	1	-6	9	-6	1
34	Cc1ccccc1C(=O)Nc1nnc(-c2ccco2)s1	2	4	-4	1.6	4	14	-21	-9	0
35	COc1ccc(/C=C/C(=O)CC(O)(c2ccccc2)C(F)(F)F)cc1 (configuration not stated)	7	3	0	1.4	-3	4	-6	-1	-3
36	COc1cc(CN2CC(=O)N(c3cc(Cl)ccc3C)C2=S)cc(OC)c1OC	1	4	-10	0.4	-2	-2	-5	-2	0
37	Cc1ccccc1/C=N/N1C(=O)CSC1=S	7	-11	4	-4.9	0	11	3	-2	-5
38	Cc1ccccc1CC1(CO)CCCN(Cc2ccc3c(c2)OCCO3)C1 (configuration not stated)	4	-5	3	4.0	-1	14	-3	-3	-1
39	Cc1cc(Cl)c(O)c(-n2nc3ccccc3n2)c1	3	8	-9	-7.2	-2	-2	3	-8	-3
40	CN(C)CC1CCCCC1OC(=O)c1ccc(Cl)cc1 (configuration not stated)	0	5	-1	0.9	5	-7	-4	5	-7
41	CCNc1nc(Cl)nc(N(NC(C)=O)C(C)C)n1	-1	-5	1	-0.7	-2	1	8	-4	2
42	Cc1nc2ccccc2n1C1CC(=O)N(N(C)C)C1=O (configuration not stated)	0	2	-3	-1.6	-1	-3	1	-5	-2
43	CCOC(=O)C1CCN(C(c2cccc(F)c2)c2sc3nc(C)nn3c2O)CC1 (configuration not stated)	3	2	-4	1.3	-3	8	6	-2	0
44	COc1cc(CCC(=O)Nc2nnc(C)s2)cc(OC)c1OC	3	-3	-3	1.0	1	-2	2	0	-2
45	CC(=O)N1CCOc2ccc(S(=O)(=O)N3CCC(C(=O)Nc4ccc(C)c(C)c4)CC3)cc21	1	5	6	0.6	0	2	0	-3	1
46	COC(=O)c1cc(NC(=O)C(C)c2ccc(CC(C)C)cc2)ccc1O (configuration not stated)	6	19	-7	3.2	-4	0	-10	0	-11
47	COc1ccc2c(c1)C=C(C(=O)NCc1ccc(Cl)cc1)CO2	7	-1	-4	0.9	-1	1	1	-1	1
48	CCn1c(O)c(/C=N/N=C2CCCCC2)c2cc(C3=NNC(=O)CC3)ccc21	1	1	2	6.0	37*	-2	15	-10	0
49	COc1ccc(/C=C/C(=O)Nc2ccccc2C(=O)NCC(c2ccc(OC)cc2)N(C)C)cc1 (configuration not stated)	3	0	-5	-0.7	-1	0	-2	-5	1
50	NS(=O)(=O)c1cccc(NC(=O)CNC(=O)CC23CC4CC(CC(C4)C2)C3)c1	1	0	5	0.5	3	2	7	-4	-5
51	CCCc1cc(=O)[nH]c(SCC(=O)N(CC)C2CCS(=O)(=O)C2)n1 (configuration not stated)	3	1	-1	2.2	3	1	1	2	-6
52	CCOCCCNCC(=O)N1CCN(S(=O)(=O)c2ccc(C)cc2)CC1	3	-1	3	-3.6	0	2	4	2	-2
53	CSc1ccccc1NC(=O)CN(C)CC(=O)NCc1ccccc1	-2	11	6	0.4	1	-8	3	1	-5
54	COc1ccc(CNC(=O)C/C(C)=N/NC(=O)COc2ccc(Br)cc2)cc1	-3	6	-4	2.0	1	7	4	-5	0
55	COc1ccc(C2NC(=O)c3ccccc3O2)c(OC)c1OC (configuration not stated)	8	0	1	-7.3	-3	8	-3	-1	2
56	Cc1ccc(C(=O)COC(=O)CCC(=O)NC2CCCCC2)cc1C	4	3	1	-0.1	1	5	2	2	0
57	CCOc1cc(C2c3c(oc4ccccc4c3=O)C(=O)N2c2nccs2)ccc1O (configuration not stated)	-1	-1	2	-1.1	1	4	-6	-3	-2
58	COCCn1c(SCC(=O)NC2CC2)nnc1-c1ccco1	3	2	-8	-0.9	-3	1	-3	4	-1
59	Cc1nn(C)c(C)c1S(=O)(=O)N1CCc2ccccc21	8	7	2	2.3	0	-2	4	-1	0
60	O=C(CC1C(=O)NCCN1Cc1ccc(F)cc1)NCCOc1cccnc1 (configuration not stated)	15	14	-3	-6.0	-6	26	1	-1	1

Sorted by length of the SMILES (high to low): some entries from above
item	compound	BCLXL inh	GLD-1 TGE inh	PME-1 primary	MEX-5 binding	TPT1 inhibitor	MCL1-BIM inh	GSTO1 inh	PAD4 inh	Fam108B inh
45	CC(=O)N1CCOc2ccc(S(=O)(=O)N3CCC(C(=O)Nc4ccc(C)c(C)c4)CC3)cc21	1	5	6	0.6	0	2	0	-3	1
36	COc1cc(CN2CC(=O)N(c3cc(Cl)ccc3C)C2=S)cc(OC)c1OC	1	4	-10	0.4	-2	-2	-5	-2	0
34	Cc1ccccc1C(=O)Nc1nnc(-c2ccco2)s1	2	4	-4	1.6	4	14	-21	-9	0

Further structures.
item	compound	BCLXL inh	GLD-1 TGE inh	PME-1 primary	MEX-5 binding	TPT1 inhibitor	MCL1-BIM inh	GSTO1 inh	PAD4 inh	Fam108B inh
61	O=C(COC(=O)/C=C/c1cccc(Cl)c1Cl)Nc1ccc2[nH]c(=O)[nH]c2c1	-5	0	-5	/	/	-7	/	0	/
62	CC1CCC(NC(=O)C2CCN(c3cnccn3)CC2)CC1 (configuration not stated)	6	4	-5	-0.1	-3	4	1	1	1
63	CC(=O)CS(=O)(=O)c1ccc(Oc2ccc(S(=O)(=O)CC(C)=O)cc2)cc1	3	-10	1	4.0	0	4	-28	-19	-5
64	Cc1c(N=C2SC(CC(=O)Nc3ccccc3)C(=O)N2CCN2CCOCC2)c(=O)n(-c2ccccc2)n1C (configuration not stated)	2	0	-1	-1.7	-4	-4	-4	3	-1
65	Cn1nc(CC(=O)NC2CCCCCC2)c2ccccc2c1=O	4	-5	-2	2.8	-3	7	4	-4	2
66	COc1ccc(C)cc1NC(=O)CSc1nc2ccccc2nc1N1CC(C)OC(C)C1 (configuration not stated)	4	-1	-6	1.8	1	2	-2	0	3
67	Cc1cc(-c2ccccc2)nc(Oc2cccc(C(F)(F)F)c2)c1S(C)(=O)=O	1	13	-3	3.4	-1	0	2	-2	-5
68	Nc1cc(=O)n(Cc2ccccc2)c(=O)n1-c1ccc(F)cc1	2	3	0	-1.2	1	-2	-3	-4	2
69	COCc1cc(C)nc(Nc2ccc(C)cc2C)c1C#N	2	1	0	0.3	-3	5	-3	-4	0
70	Brc1ccc(Oc2ncc(CN3CCN(c4ccccc4)CC3)s2)cc1	3	5	3	0.5	1	-4	0	6	-1
71	O=C(CCCN1CCOCC1)c1ccc2c(c1)OCCO2	6	7	8	-1.7	2	8	6	-1	2
72	COc1ccc(Cl)cc1NC(=O)CN1CCc2ccccc2C1	0	8	12	-0.2	1	7	-1	-4	-1
73	COc1cccc(Cl)c1NC(=O)N1CCN(c2cc(C)nc3ccccc23)CC1	4	-3	1	0.6	0	3	-4	-3	-4
74	CCCC1=Nc2cc(C(=O)NCCN3CCCC3)ccc2Sc2ccccc21	4	9	-2	-2.5	1	3	2	-4	3
75	O=C(Cc1cc(C(=O)O)c2ccccc2n1)Nc1ccccc1	7	-9	0	-2.8	-5	6	-2	-2	0
76	Cc1ccc(N(C(=O)c2csnn2)C(C(=O)NC2CCCCC2)c2cccnc2)cc1C (configuration not stated)	3	-1	-6	-1.6	-2	5	10	4	-2
